# Bioassay records deposited in PubChem BioAssay by several laboratories.
# PDI inh = blocks human protein disulfide isomerase activity. P07237. PDI insulin aggregation turbidity, A650, 90 min. inhibition, % at 10 µM. hit rate 0.052% among 350,000;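 active = mean inhibition across replicates of 30% or more, whatever share of single replicates reach that level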;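 note: absorbance from insulin aggregation driven by PDI reduction with DTT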
# Target sequence (P07237 whole entry, looked up): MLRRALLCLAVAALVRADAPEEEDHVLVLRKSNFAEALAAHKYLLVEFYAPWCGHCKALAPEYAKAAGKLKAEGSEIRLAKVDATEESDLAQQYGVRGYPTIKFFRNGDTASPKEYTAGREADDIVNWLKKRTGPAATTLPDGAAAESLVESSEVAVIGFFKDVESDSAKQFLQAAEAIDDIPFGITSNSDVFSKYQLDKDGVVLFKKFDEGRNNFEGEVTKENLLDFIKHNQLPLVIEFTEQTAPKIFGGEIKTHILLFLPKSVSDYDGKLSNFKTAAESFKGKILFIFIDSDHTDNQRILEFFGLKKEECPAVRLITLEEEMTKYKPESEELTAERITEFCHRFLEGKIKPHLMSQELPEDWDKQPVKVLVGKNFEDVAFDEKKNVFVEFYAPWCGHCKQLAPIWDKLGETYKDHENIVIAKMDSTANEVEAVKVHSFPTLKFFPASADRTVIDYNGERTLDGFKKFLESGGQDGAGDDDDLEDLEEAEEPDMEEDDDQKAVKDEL
# iPSC survival up = increases survival of single human iPS cells; AID 602274; survival enhancement, % at 20 µM; hiPSC single-cell survival, ATPlite luminescence; 100% = ROCK inhibitor wells, 0% = DMSO; hit rate 0.044% among 360,000; in the data active = survival enhancement above about 18%;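 note: cells exposed to compounds for 16 hours before the ATP read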
# CaV13 ICDI inh = Disruptors of the CACNA1D IQ motif to Ca2+-dependent inactivation inhibitor domain association, primary screening, Förster resonance energy transfer in intact living …; AID 743397; HEK cells, CFP/YFP FRET ICDI-IQ, plate reader, 10 min; percent FRET-ratio fall versus neutral wells; inhibition, % at 12.3 µM; hit rate 0.098% among 340,000;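 active = mean replicate inhibition of at least 30% and at least 1% of replicates passing that level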;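 note: 0% = median of the neutral control wells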
# NR2E3 ag-1 = activates human photoreceptor nuclear receptor NR2E3; GST-NR2E3/biotin-RetCOR TR-FRET, 1536-well; inhibition of corepressor binding, % at 4.78 µM; hit rate 0.12% among 320,000; AID 2300;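 active = percent inhibition above the cutoff of mean plus 3 SD of all tested compounds, set per screening campaign, cut at about 20% in these data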;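 note: 0% = DMSO wells and 100% = biotin wells as full block of FRET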
#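 Material: NR2E3–RetCOR corepressor complex / Incubation: Compound–protein incubation for 5 h at 4 °C / Dosing: compound at 4.8 µM, single dose / Detection: time-resolved FRET / Benchmarks: high control biotin, low control 0.6% DMSO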
# TRPM1 prom inh = reduces MITF-dependent TRPM1 promoter luciferase signal; hit rate 0.83% among 330,000; inhibition, % at 12.5 µM; SK-MEL-5 TRPM1 promoter luciferase, 24 h;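 active = mean inhibition across replicates of 60% or more, whatever share of single replicates reaches that level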; note: values of inactives mirror those of a sister screen read the other way
# NR2E3 ag-2 = activates human NR2E3 receptor. Q9Y5X4. CHO-S Gal4-NCOR/VP16-NR2E3 two-hybrid, luciferase. inhibition of corepressor binding, % at 3.98 µM. hit rate 0.35% among 360,000. AID 602229;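 active = inhibition above the mean of all tested compounds plus 3 SD, cut at about 70% in these data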;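 note: 0% = DMSO with NR2E3 transfected cells and 100% = cells lacking NR2E3 construct; higher means lower luciferase signal from less NR2E3 corepressor binding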
# Shn3 3UTR inh = Schnurri-3 reporter inhibition in Clone20 osteoblasts. Clone20 osteoblast Shn3 3'UTR firefly luciferase, 24 h. inhibition, % at 12.5 µM. hit rate 0.52% among 360,000. AID 588674;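 active = mean inhibition of at least 75% with every replicate also reaching 75%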;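 note: 0% = median of neutral control wells and 100% = pilot-screen positive control compound; some compounds past the cut are filed as inactive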
# HTR2A ag = agonists of mouse serotonin 5-HT2A receptor (HTR2A) | activation, % at 7.6 µM | hit rate 0.66% among 360,000 | AID 624169 | CHO-K1 mHTR2A beta-arrestin complementation, luminescence; percent of 30 µM serotonin response | P35363;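 active = activation above a run cutoff, the mean activation of all tested compounds plus 3 SD, cut at about 14% in these data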;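 note: 0% = plate median of compound wells and 100% = 30 µM serotonin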
# Target sequence (P35363 whole entry, looked up): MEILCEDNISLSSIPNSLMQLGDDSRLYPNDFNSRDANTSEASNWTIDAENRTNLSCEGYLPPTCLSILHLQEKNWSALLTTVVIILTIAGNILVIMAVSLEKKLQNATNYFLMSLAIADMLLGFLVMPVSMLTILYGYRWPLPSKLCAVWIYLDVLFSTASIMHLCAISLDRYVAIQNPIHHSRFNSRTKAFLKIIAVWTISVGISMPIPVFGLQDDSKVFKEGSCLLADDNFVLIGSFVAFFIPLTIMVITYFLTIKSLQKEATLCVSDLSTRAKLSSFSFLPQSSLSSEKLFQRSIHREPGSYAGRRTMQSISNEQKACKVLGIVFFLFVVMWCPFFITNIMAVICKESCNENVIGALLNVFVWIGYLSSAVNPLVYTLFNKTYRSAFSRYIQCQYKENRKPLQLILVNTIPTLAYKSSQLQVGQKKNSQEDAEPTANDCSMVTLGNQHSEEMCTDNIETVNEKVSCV
# Peg3 prom inh = inhibitors of Peg3 promoter; HeLa PEG-Prom luciferase reporter, luminescence, overnight; inhibition, % at 20 µM; hit rate 1.7% among 360,000; AID 588405;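 active = inhibition of at least 50% at 20 µM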
# HIF-2a block = blocks HIF-2a reporter activity; 786-0 RCC cells HIF-2a reporter, luciferase luminescence, overnight; inhibition, % at 18.8 µM; hit rate 0.72% among 360,000; AID 624352;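 active = inhibition of the luminescence signal of 40% or more relative to plate controls, in a single-dose primary screen at 18.75 µM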
# Cardio protect = modulators protecting cardiomyocytes from myocardial damage. H9c2 cardiomyocytes, H2O2 injury protection, ATPLite, 2 h. protection from H2O2 cell death, % at 20 µM. hit rate 0.63% among 360,000. AID 588492;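 active = compounds giving at least 50% protection of heart cells from peroxide-induced death in the single-dose screen, raw or plate-pattern-corrected value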;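 note: 0% = DMSO wells with peroxide and 100% = DMSO wells without peroxide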
# Numbers without * were called inactive; x = not tested or not shown; & = joins results of further samples; ! = repeats disagree. These rows are one share of the data; the hit share may differ from the screen's.
structure,PDI inh,iPSC survival up,CaV13 ICDI inh,NR2E3 ag-1,TRPM1 prom inh,NR2E3 ag-2,Shn3 3UTR inh,HTR2A ag,Peg3 prom inh,HIF-2a block,Cardio protect
CS(=O)(=O)c1ccc(C2=C(CNC(=O)c3nccs3)[C@H]3CC[C@@H](C2)N3Cc2ccccc2)cc1,4,-0.4,-6,x,x,-8,-14,0,-4,1,3
OC(COCc1ccc(Cl)cc1)CN1CC=C(c2ccccc2)CC1 (stereo not drawn),0&-15,4.3&-1.7,-7&-5,1,19,7&-35,-14&3,19*!,-3&6,12&15,0&-14
C=CCn1c(O)c(C(C)=NCCc2c[nH]c3ccccc23)c(=O)[nH]c1=O,-3,1.1,-6,6,-32,1,-11,2,9,12,-4
Cc1ccc(N2C(=O)NC(=O)/C(=C/c3cnc(-c4ccccc4)nc3)C2=O)cc1C,3,3.5,-5,3,-6,-35,-56,2,-6,-19,1
CCOc1ccc(-c2cc(C(=O)N3CCC4(CC3)OCCO4)c3ccccc3n2)cc1,5,-0.6,3,x,-97,-43,-130,4,-183,-240,-23
CC(C)[C@H]1CC2C3CC=C4C[C@@H](O)CC[C@]4(C)C3CC[C@]2(C)[C@H]1O (stereo partly drawn),-2,-0.9,-5,x,x,-8,6,1,-17,-2,-2
NC(Cc1ccc(Cl)cc1)c1csc(Nc2ncccn2)n1 (stereo not drawn),-1,-0.2,-5,x,x,58,40,5,11,-18,5
CN(C)c1ccc(C=C2C(=O)NC(=O)NC2=O)cc1[N+](=O)[O-],3,1.8,-5,1,-5,-10,13,-4,33,0,7
CCOP(=S)(OCC)Oc1nc(Cl)c(Cl)cc1Cl,x,-0.9,x,2,3,0,-37,-2,-6,1,-4
CN1C2CCC1CC(OC(c1ccccc1)c1ccccc1N)C2 (stereo not drawn),1,0.3,-5,5,10,-9,3,-10,-24,-11,2
O=C1NCN(c2ccccc2)C12CCN(C(c1cccs1)c1nnnn1C1CCCC1)CC2 (stereo not drawn),x,-1.7,-6,x,x,3,-1,1,17,14,8
C[C@]12CCC3C(CC[C@H]4C[C@H](O)CC[C@]34C)C1CC(=O)[C@@H]2O (stereo partly drawn),5,-3.6,-11,x,8,23,12,-3,-1,0,6
O=C(c1ccc(N2CCCCC2)c([N+](=O)[O-])c1)N1CCC2(CC1)OCCO2,0,1.0,-19,0,3,-3,-7,2,7,4,3
COc1ccccc1CN1CCCC(C(=O)c2ccccc2OC)C1 (stereo not drawn),-1,-0.1,-2,1,-1,-14,9,-5,8,23,2
Cn1c(O)c(N=Nc2ccc(S(=O)(=O)N3CCOCC3)cc2)c(=O)n(C)c1=O,1,-1.1,-3,-2,13,-11,-19,3,4,5,-8
CCOC(=O)CC(SP1(=S)OCC2(CCCCC2)CO1)C(=O)OCC (stereo not drawn),-3,0.5,-17,x,4,0,-3,1,7,-1,5
Cc1cc(N(CCCl)CCCl)ccc1/C=N/NC(=O)c1ccco1,-5,-1.3,x,0,-21,-43,-17,-3,-121,-141,5
O=[N+]([O-])c1ccc(Cl)c([N+](=O)[O-])c1,-16,-2.6,-5,5,43,23,-7,-1,58*,7,-43
CCOc1ccc(-n2c(O)c(C=Nc3ccc(NC(C)=O)cc3)c(=O)[nH]c2=O)cc1,-10,0.1,-1,1,9,-13,1,0,5,-1,-2
CCC1CN(C)CCC1(OC(C)=O)c1ccccc1 (stereo not drawn),1,1.7,-4,-2,6,-1,9,-5,6,2,4
CC12CN3CC(C)(CN(C1)P3(=O)Oc1ccccc1)C2=O (stereo not drawn),-8,-2.1,x,1,3,-11,-3,-4,-4,-2,7
COC(=O)C1=C(c2ccc(C(C)=O)cc2)C[C@@H]2CC[C@H]1N2C(=O)NC1CC1,22,2.6,-6,-2,-4,-8,-44,3,-83,13,-2
Cc1cc(Cl)ccc1C(=O)C1CCCN(C2CCSCC2)C1 (stereo not drawn),2,-0.9,-3,3,2,35,-3,-4,4,16,-4
CC12CN3CC(C)(CN(C1)C3c1cccs1)C2 (stereo not drawn),1,-2.6,-5,-1,-13,-6,-8,3,-20,2,1
CCN1c2nc3c(C)cccn3c(=O)c2CC2(C(=O)N(C)C(=O)N(C)C2=O)C1C (stereo not drawn),0,2.1,x,-1,1,-18,12,0,4,16,-2
CN(C(=O)Oc1ccc(Cl)c2cccnc12)c1ccccc1,-3,-0.6,-7,-2,-1,2,0,-2,-15,-19,-3
CCC(=NCCOc1ccc(Cl)cc1)c1c(O)n(C)c(=O)n(C)c1=O,-10,-0.9,-5,0,19,79*,69,0,-17,-10,-22
COC(=O)C(=O)N1CC2(C)CNCC(C)(C1)C2=O,-1,-0.5,-3,-2,-6,-4,-3,8,-5,15,-4
CC[N+]1(C)CCCC(OC(=O)C(O)(c2ccccc2)c2ccccc2)C1 (stereo not drawn),-2,1.8,-5,0,-2,9,1,-2,-2,4,-3
Cc1nonc1OCCNCCNc1ccc([N+](=O)[O-])c2cccnc12,2,-0.5,-5,1,7,-20,-3,-8,15,17,3

# (listing goes on)
structure,PDI inh,iPSC survival up,CaV13 ICDI inh,NR2E3 ag-1,TRPM1 prom inh,NR2E3 ag-2,Shn3 3UTR inh,HTR2A ag,Peg3 prom inh,HIF-2a block,Cardio protect
CCC1(CC)C(=O)NC(=NCCc2c[nH]c3ccccc23)NC1=O,0,-0.2,-4,2,15,7,8,-6,5,12,1
NC(Cc1ccc(Cl)cc1)c1csc(Nc2ccccn2)n1 (stereo not drawn),13,-1.2,-5,x,x,-9,-8,-6,73*,-27,12
COc1ccc(CNCCc2c[nH]c3ccccc23)c(OC)c1C,3,-0.5,-17,0,-3,8,6,5,109*,3,-6
O=C(c1cccs1)C1CN2CCC1CC2 (stereo not drawn),5,-2.0,x,-2,2,-4,-4,-6,-2,11,-8
CC(=O)N1CC(=O)Nc2ccc(F)cc2C1c1ccccc1 (stereo not drawn),-6,-0.5,-4,-1,0,1,12,4,14,10,0
Cc1cc(Oc2cc(NN3CCCCC3)c([N+](=O)[O-])cc2[N+](=O)[O-])ccc1[N+](=O)[O-],15,-0.6,-11,2,12,20,-2,1,25,18,4
COC(=O)C1=C(c2ccc(C(C)=O)cc2)C[C@@H]2CC[C@H]1N2C(=O)NCCOc1ccccc1Cl,7,-2.0,-5,1,-11,-13,-16,-3,19,12,-2
Cn1c(O)c(C(=N)COc2ccccc2)c(=O)n(C)c1=O,11,-0.1,-5,0,-11,-15,-3,1,-10,-41,0
CCCCn1c(O)c(/C=N/N2CCOCC2)c(=O)[nH]c1=S,1,-0.2,-5,1,3,-6,x,-1,-8,16,0
N#Cc1c(Cl)nc(Cl)c2c1CCN(Cc1ccccc1)C2,10,-1.9,-5,1,-9,-17,-18,-2,20,12,10
O=C(Nc1ccc(Cl)cc1)OC1CN2CCC1CC2 (stereo not drawn),0,-0.4,-10,0,-50,-20,-28,-4,-113,-157,10
O=c1[nH]c(=O)n(C2CCCCCC2)c(O)c1C=NCc1cccnc1,3,0.0,-4,0,3,-21,-25,5,26,2,-2
O=c1[nH]c(=S)n(Cc2ccc(F)cc2)c(O)c1C=NCCCn1ccnc1,5,0.1,-6,-2,-9,1,-8,-3,12,15,1
CC(C)C(=O)Nc1ccc(N2CCN(C)CC2)c(F)c1,-7,-1.7,-5,1,-6,14,-12,-3,-14,-46,6
NCCc1c[nH]c2ccc(C(N)=O)cc12,-7,-1.1,-4,1,1,-27,10,28*,7,-3,0
CC1CN1c1cc2c(c3c1ccn3C)C1CCC2C1 (stereo not drawn),x,-1.2,-4,x,x,-1,23,7,-11,9,1
Cc1cccc(NC2=NCCCS2)c1,3,-0.3,-5,-3,x,-16,-85,-6,2,10,7
COc1cc2c(cc1OC)C1[C@H]3C(=CC[C@H]1OC2O)CCN3C (stereo partly drawn),-1,3.2,-10,x,-4,17,6,-12,6,0,2
Cc1ccccc1NC(=O)Cc1nc(COC(=O)Cc2ccccc2)cs1,0,0.7,-16,0,10,4,-1,-6,-2,-9,15
CN1CC(C(=O)c2ccc(Cl)cc2)C(c2ccc(Cl)cc2Cl)C1 (stereo not drawn),11,-0.5,-4,-1,-6,-3,-1,0,-4,-15,1
COC(=O)c1ccc(NC(=O)NC(=O)Oc2ccccc2)cc1,0,-0.5,-2,-1,1,-3,-2,7,-1,-18,9
CC(C)(C)C(O)C(Oc1ccc(Cl)cc1)n1cncn1 (stereo not drawn),-5,-1.8,-5,3,10,5,-12,2,6,-2,-6
O=P(O)(Oc1ccccc1)OC(c1ccccc1)C(F)(F)F (stereo not drawn),5,5.4,-3,-4,6,7,-9,1,-1,10,1
CCc1n[nH]c(CCN)n1,2,-0.2,-5,0,11,-6,8,2,13,25,5
CC(C)NC(C)Cc1ccc(I)cc1 (stereo not drawn),-1,2.7,-6,3,-1,-20,-25,-4,2,-2,-10
COc1ccccc1CCNC1CCCCCC1,-15,-0.5,-3,-1,4,-9,2,-4,12,17,9
Cc1ccccc1NC1(C#N)CCCCC1,-3,2.0,-4,2,-5,-19,-12,0,8,8,4
COc1ccc(C(c2nnnn2C(C)(C)C)N2CCC3(CC2)C(=O)NCN3c2ccccc2)cc1 (stereo not drawn),x,-2.1,-6,x,x,-10,-12,-4,-1,15,-15
CC(C#N)CCC#N (stereo not drawn),x,-1.5,x,2,10,-11,-14,-2,-11,8,4
Cc1ccc2c(c1)cc1c(=O)n(CC(=O)N3CCC4(CC3)OCCO4)nc(C)n12,6,-0.4,-4,2,4,7,16,-7,-3,-6,0
c1ccc(-c2nnc(C3CC(c4cccnc4)=NO3)o2)cc1 (stereo not drawn),1,5.8,-9,-1,5,-11,-19,3,-26,-9,-2
CC1=C[C@@H]2c3cccc4[nH]cc(c34)C[C@H]2N(C)C1,-3,1.5,-5,13,11,23,-21,28*,6,6,6
CN(C)c1ccc(C(=O)N/N=C/C23CC[C@@H](O)CC2(O)CC[C@@H]2[C@@H]3CCC3(C)C(C4=CC(=O)OC4)CCC23O)cc1 (stereo partly drawn),7,1.8,-2,2,75*,12,x,-1,105*,21,-5

# In the list so far, these contain two or more sulfur atoms:
structure,PDI inh,iPSC survival up,CaV13 ICDI inh,NR2E3 ag-1,TRPM1 prom inh,NR2E3 ag-2,Shn3 3UTR inh,HTR2A ag,Peg3 prom inh,HIF-2a block,Cardio protect
CS(=O)(=O)c1ccc(C2=C(CNC(=O)c3nccs3)[C@H]3CC[C@@H](C2)N3Cc2ccccc2)cc1,4,-0.4,-6,x,x,-8,-14,0,-4,1,3
CCOC(=O)CC(SP1(=S)OCC2(CCCCC2)CO1)C(=O)OCC (stereo not drawn),-3,0.5,-17,x,4,0,-3,1,7,-1,5
